From PubChem
Jurkat tox 60K: reduces viability or proliferation of Jurkat cells; AID 463; actives 1.2% (n = 56,000); inhibition, % at 4 µM; Jurkat E6.1 viability, ATP luminescence, 48 h;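 active = inhibition above the mean inhibition of all tested compounds plus 3 SD, cut at about 28% in these data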
HTR1E agonist: activates the human 5-HT1E serotonin receptor; P28566; CHO 5-HT1E Ga15 NFAT-bla reporter, FRET; 0% DMSO wells, 100% control agonist wells; activation, % at 6 µM; actives 0.69% (n = 65,000); AID 574;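 active = activation above a set limit, the screen-wide mean activation plus 3 SD, cut at about 8.5% in these data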;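 note: 100% = positive control agonist at 1 µM giving full maximal response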
Target sequence (P28566 whole entry, looked up): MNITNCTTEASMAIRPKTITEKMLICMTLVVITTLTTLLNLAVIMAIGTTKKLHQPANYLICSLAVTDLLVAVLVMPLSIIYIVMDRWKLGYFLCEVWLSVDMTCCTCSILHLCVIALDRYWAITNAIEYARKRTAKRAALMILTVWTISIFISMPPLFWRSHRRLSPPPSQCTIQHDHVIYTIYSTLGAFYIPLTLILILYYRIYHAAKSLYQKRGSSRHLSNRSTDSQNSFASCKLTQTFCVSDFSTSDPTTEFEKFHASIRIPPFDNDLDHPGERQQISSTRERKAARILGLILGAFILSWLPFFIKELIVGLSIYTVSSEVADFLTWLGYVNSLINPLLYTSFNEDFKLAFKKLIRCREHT
S1P1 ag pot: activates or potentiates agonism at human S1P1 receptor; activation, % at 9.5 µM; S1P1 CRE-bla cells, forskolin, beta-lactamase FRET, potentiator mode; S1P1 agonist co-added at EC20, 2 nM; 100% = saturating reference agonist, 0% = basal; actives 0.57% (n = 56,000);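 active = activation above a cutoff set at the mean activation of all tested compounds plus 3 SD, cut at about 54% in these data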;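 note: forskolin at 4 µM as EC80 and the EC20 agonist is SEW2871; 100% = SEW2871 at its EC100 plus forskolin at EC80; some compounds past the cut are filed as inactive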
5HT1E antag: 5-HT1E (human) receptor antagonism; P28566; CHO 5-HT1E Ga15 NFAT-bla reporter, FRET, antagonist; inhibition, % at 6 µM; actives 0.99% (n = 65,000);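 active = inhibition above a set limit, the mean inhibition across every tested compound plus 3 SD, cut at about 29% in these data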;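 note: signal is the 460 over 535 nm emission ratio of beta-lactamase substrate; 0% = agonist plus DMSO wells and 100% = wells without agonist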
S1P3 ag: agonists of human S1P3 receptor; Q99500; S1P3 NFAT-BLA reporter cells, agonism, FRET ratio; relative to 1 µM S1P, basal subtracted; activation, % at 4.5 µM; actives 0.1% (n = 60,000); AID 373;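 active = activation above the screen-wide mean plus 3 SD, cut at about 4.5% in these data, passing the limit was not always enough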; note: some compounds called inactive have numbers as strong as hits
Target sequence (Q99500 whole entry, looked up): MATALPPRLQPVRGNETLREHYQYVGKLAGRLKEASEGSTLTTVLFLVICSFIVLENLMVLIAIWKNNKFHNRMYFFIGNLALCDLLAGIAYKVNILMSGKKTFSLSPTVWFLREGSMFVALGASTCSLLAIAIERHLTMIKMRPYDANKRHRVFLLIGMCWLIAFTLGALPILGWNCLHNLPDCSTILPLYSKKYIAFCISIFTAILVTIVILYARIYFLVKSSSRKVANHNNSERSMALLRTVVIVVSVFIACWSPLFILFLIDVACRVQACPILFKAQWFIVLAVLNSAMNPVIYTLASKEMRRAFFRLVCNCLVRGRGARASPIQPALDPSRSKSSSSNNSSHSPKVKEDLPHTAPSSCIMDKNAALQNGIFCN
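material = human S1P3 NFAT-BLA reporter CHO cells | schedule = 4 h compound at 37 °C, 2 h substrate at RT | measured by = fluorescent BLA substrate, ex 405 nm, em 460/535 nm ratio | controls = 1 µM S1P reference | replication = primary once, confirmation triplicate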
M1 antag: antagonists of rat M1 muscarinic receptor | P08482 | CHO-M1 cells, Fluo-4 calcium, ACh EC80 antagonist mode; active compounds read low | B-score at 10 µM | actives 3.4% (n = 64,000) | AID 628;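 active = calcium fluorescence response, raw or row-and-column corrected B-score, differing from the plate sample mean either way at a set confidence level, mostly lower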
HTR1A agonist: 5-HT1a (human) receptor agonism; CHO 5-HT1a Ga15 NFAT-bla reporter, FRET ratio; 0% basal, 100% maximal reference agonist; activation, % at 10 µM; P08908; actives 0.56% (n = 65,000);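 active = activation above the screen-wide mean activation plus 3 SD, cut at about 19% in these data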;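 note: 0% = DMSO wells and 100% = 5-CT at EC100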
5-HT1A blocker: 5-HT1a (human) receptor antagonism | P08908 | CHO 5-HT1a Ga15 NFAT-bla reporter, antagonist mode | inhibition, % at 10 µM | actives 0.68% (n = 62,000);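 active = inhibition above the mean of all tested compounds plus 3 SD, cut at about 43% in these data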;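 note: receptor stimulated by 5-CT agonist at 100 nM near EC80; beta-lactamase reporter measured by ratiometric fluorescence of a cleavable substrate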
M1 agonist: activates the M1 muscarinic receptor; B-score at 10 µM; CHO-M1 cells, Fluo-4 calcium fluorescence, agonist mode; active compounds read high; actives 3% (n = 64,000);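 active = fluorescence rise, raw or as B-score row- and column-corrected plate score, outside the 99.7% band of its plate's samples, either direction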
The depositor's hits bear a star.

CC12CC(NC(=O)N1c1ccc(C(=O)N3CCN(c4ccccn4)CC3)cc1)c1ccccc1O2 (configuration not stated) was read as Jurkat tox 60K -2, HTR1E agonist -0.4, S1P1 ag pot -8, 5HT1E antag -12, S1P3 ag 0.6, M1 antag -0.22, HTR1A agonist -1.2, 5-HT1A blocker -8 and M1 agonist -0.066.
Screening CS(=O)(=O)NCc1csc(-c2ccccc2)n1 returned Jurkat tox 60K 2, HTR1E agonist 0.3, S1P1 ag pot 3, 5HT1E antag 8, S1P3 ag -0.5, M1 antag 0.74, HTR1A agonist -3.3, 5-HT1A blocker -4 and M1 agonist -2.7.
`CCOC(=O)c1c(C)nn(Cc2ccccc2)c1N` gave Jurkat tox 60K 6, HTR1E agonist -0.9, 5HT1E antag 2, S1P3 ag -0.8, M1 antag 0.41, HTR1A agonist 0.3, 5-HT1A blocker 2 and M1 agonist 0.34.
COc1cc(OC)cc(-n2nnnc2SCC(=O)N2CCCC2)c1 was read as Jurkat tox 60K -2, HTR1E agonist 0.4, S1P1 ag pot -16, 5HT1E antag 1, S1P3 ag -1.0, M1 antag -0.14, HTR1A agonist -4.9, 5-HT1A blocker 7 and M1 agonist -0.39.
`CCOC(=O)c1nnn(-c2nonc2N)c1CN(C)Cc1ccccc1` gave HTR1E agonist -1.0, 5HT1E antag 5, HTR1A agonist -2.0 and 5-HT1A blocker 23.
`CC[C@@H](C)[C@H](NC(=O)C1CCN(C(=O)[C@@H](NS(=O)(=O)c2ccc(C)cc2)C(C)C)CC1)C(=O)O` gave Jurkat tox 60K 2, HTR1E agonist 0.1, S1P1 ag pot 7, 5HT1E antag -2, S1P3 ag -2.3, M1 antag -0.73, HTR1A agonist -2.9, 5-HT1A blocker 5 and M1 agonist -0.41.
For Cc1cc(Cl)ccc1N=Cc1c(O)n(C)c(=O)n(C)c1=O the results were Jurkat tox 60K 8, HTR1E agonist -1.3, S1P1 ag pot -8, 5HT1E antag -4, S1P3 ag -1.2, M1 antag -0.3, HTR1A agonist -3.8, 5-HT1A blocker 8 and M1 agonist -0.089.
Fc1ccc(-c2cnc[nH]2)cc1 was read as HTR1E agonist -0.9, S1P1 ag pot 17, 5HT1E antag 11, S1P3 ag -4.5, M1 antag 1.9*, HTR1A agonist 0.2 and M1 agonist -0.04.
`CCS(=O)(=O)c1ccc2oc(Nc3ccccc3C)nc2c1` gave Jurkat tox 60K 8, HTR1E agonist -0.2, S1P1 ag pot -23, 5HT1E antag 7, S1P3 ag -1.8, M1 antag 0.3, HTR1A agonist 0.0, 5-HT1A blocker 0 and M1 agonist 0.29.
CC1=C(C(=O)Nc2cc(C)ccn2)C(c2ccc(C)cc2)C2=C(CCCC2=O)N1 (configuration not stated) was read as Jurkat tox 60K -1, HTR1E agonist 0.5, 5HT1E antag 18, S1P3 ag -0.3, M1 antag 1.1, HTR1A agonist 0.8, 5-HT1A blocker -5 and M1 agonist 0.94.
`O=C(CSCCc1ccccn1)Nc1ccccn1` gave Jurkat tox 60K -6, HTR1E agonist 0.9, S1P1 ag pot 3, 5HT1E antag -3, S1P3 ag 0.6, M1 antag -0.088, HTR1A agonist -1.0, 5-HT1A blocker -2 and M1 agonist 0.82.
For CCN1C(=O)/C(=C/N2CCc3ccccc32)SC1=S the results were Jurkat tox 60K -8, HTR1E agonist 0.5, S1P1 ag pot -6, 5HT1E antag -5, S1P3 ag -0.9, M1 antag -1.4, HTR1A agonist 0.4, 5-HT1A blocker -25 and M1 agonist 87*.
For CCOC(=O)N1CCN(C(=O)CSc2nnc(-c3ccc(Cl)s3)o2)CC1 the results were Jurkat tox 60K 4, HTR1E agonist -0.1, S1P1 ag pot -20, 5HT1E antag 1, S1P3 ag -1.2, HTR1A agonist -0.8 and 5-HT1A blocker 7.
Screening CCOC(=O)c1sc(NC(=O)c2ccc(S(=O)(=O)N3CCOCC3)cc2)cc1C returned Jurkat tox 60K 11, HTR1E agonist 1.7, S1P1 ag pot 12, 5HT1E antag -1, S1P3 ag -0.2, M1 antag 0.47, HTR1A agonist 2.8, 5-HT1A blocker -5 and M1 agonist 0.24.
CC(C)CCOc1ccc(C(=O)NCCC(=O)N2CCOCC2)cc1 was read as HTR1E agonist 0.2, 5HT1E antag -7, M1 antag 0.051, HTR1A agonist -0.8, 5-HT1A blocker -4 and M1 agonist 0.31.
For COc1ccc(OC)c(-c2cc(C(=O)NCCCn3ccnc3)no2)c1 the results were Jurkat tox 60K 4, HTR1E agonist -0.5, S1P1 ag pot -10, 5HT1E antag -2, S1P3 ag 0.8, M1 antag 0.13, HTR1A agonist 0.1, 5-HT1A blocker -9 and M1 agonist -0.35.
Screening Cc1cnc(C(=O)OCC(=O)c2csc(N3CCCCC3)n2)cn1 returned Jurkat tox 60K -5, HTR1E agonist -0.9, S1P1 ag pot -42, 5HT1E antag -7, S1P3 ag 0.2, M1 antag 0.019, HTR1A agonist -2.9, 5-HT1A blocker -20 and M1 agonist -0.97.
Screening O=C(Nc1cccc2ccccc12)N1CCOCC1 returned Jurkat tox 60K 5, HTR1E agonist -0.2, S1P1 ag pot -7, 5HT1E antag -1, S1P3 ag -1.9, M1 antag 0.04, HTR1A agonist -5.0, 5-HT1A blocker 6 and M1 agonist 0.16.
CCC1CCCCN1Cc1nc2c(c(=O)n(C)c(=O)n2C)n1CC(C)C (configuration not stated) was read as Jurkat tox 60K 0, HTR1E agonist -0.9, S1P1 ag pot 25, 5HT1E antag 4, S1P3 ag 0.1, M1 antag -0.93, HTR1A agonist 0.9, 5-HT1A blocker 13 and M1 agonist 0.36.
Screening Brc1ccc2c(c1)c1nc3ccccc3nc1n2CCN1CCOCC1 returned Jurkat tox 60K 5, HTR1E agonist 0.5, S1P1 ag pot -25, 5HT1E antag 10, S1P3 ag -0.3, M1 antag 0.32, HTR1A agonist 4.2, 5-HT1A blocker 16 and M1 agonist -0.58.
For CCCCOC(=O)Nc1ccc(C(=O)OCCC)cc1 the results were Jurkat tox 60K -2, HTR1E agonist 0.1, S1P1 ag pot -6, 5HT1E antag 5, S1P3 ag 0.0, M1 antag -0.52, HTR1A agonist -3.8, 5-HT1A blocker -4 and M1 agonist -0.09.
For CC1=NCCN1S(=O)(=O)c1cc(Cl)ccc1Cl the results were Jurkat tox 60K -7, HTR1E agonist -0.1, S1P1 ag pot -3, 5HT1E antag 2, S1P3 ag -0.1, M1 antag -0.052, HTR1A agonist -1.3, 5-HT1A blocker 1 and M1 agonist 0.012.
`COCCn1cnc2cc(C)c(C)cc21` gave Jurkat tox 60K -2, HTR1E agonist -0.5, S1P1 ag pot 4, 5HT1E antag -3, S1P3 ag -0.8, M1 antag 0.5, HTR1A agonist -1.7, 5-HT1A blocker -10 and M1 agonist -0.096.
`CCCCn1c(Cc2ccccc2)n[nH]c1=S` gave Jurkat tox 60K -2, HTR1E agonist -0.8, 5HT1E antag -7, S1P3 ag 0.4, M1 antag -12*, HTR1A agonist -0.4, 5-HT1A blocker 0 and M1 agonist -0.46.
`O=C(NCCC1=CCCCC1)C1CC(=O)N(C2CCCCCC2)C1` (configuration not stated) gave Jurkat tox 60K 0, HTR1E agonist -0.5, S1P1 ag pot -5, 5HT1E antag -12, S1P3 ag 0.1, M1 antag -0.067, HTR1A agonist -3.3, 5-HT1A blocker -6 and M1 agonist -1.1.
For COC(=O)[C@H](Cc1ccccc1)NC(=O)N1CCN(Cc2ccccc2)CC1 the results were Jurkat tox 60K 10, HTR1E agonist -0.2, S1P1 ag pot 0, 5HT1E antag -1, S1P3 ag -0.3, M1 antag 0.013, HTR1A agonist 0.0, 5-HT1A blocker 6 and M1 agonist -0.59.
`O=C(NCCCN1CCOCC1)c1ccc(CS(=O)(=O)c2ccc(Br)cc2)o1` gave Jurkat tox 60K -3, HTR1E agonist 0.5, S1P1 ag pot -10, 5HT1E antag -15, S1P3 ag 0.1, M1 antag -0.32, HTR1A agonist -0.6, 5-HT1A blocker -13 and M1 agonist 0.34.
COc1cc(CO)cc(Br)c1OCc1cccnc1 was read as Jurkat tox 60K 1, HTR1E agonist -0.2, S1P1 ag pot -22, 5HT1E antag 7, S1P3 ag -0.7, HTR1A agonist -4.8 and 5-HT1A blocker -7.
CCc1cc(=O)oc2cc(OCC(=O)O)c(Cl)cc12 was read as Jurkat tox 60K -3, HTR1E agonist -0.3, 5HT1E antag -6, S1P3 ag -0.1, M1 antag -0.018, HTR1A agonist -0.3, 5-HT1A blocker -6 and M1 agonist -0.63.
Screening CC1(C)Cc2c(c(N3CCOCC3)nc3sc(C#N)c(N)c23)CS1 returned HTR1E agonist 0.3, S1P1 ag pot 0, 5HT1E antag -1, S1P3 ag -2.3, M1 antag 0.17, HTR1A agonist -1.7 and M1 agonist 0.24.

As a working copy, some entries already given.
For COC(=O)[C@H](Cc1ccccc1)NC(=O)N1CCN(Cc2ccccc2)CC1 the results were Jurkat tox 60K 10, HTR1E agonist -0.2, S1P1 ag pot 0, 5HT1E antag -1, S1P3 ag -0.3, M1 antag 0.013, HTR1A agonist 0.0, 5-HT1A blocker 6 and M1 agonist -0.59.
`O=C(NCCCN1CCOCC1)c1ccc(CS(=O)(=O)c2ccc(Br)cc2)o1` gave Jurkat tox 60K -3, HTR1E agonist 0.5, S1P1 ag pot -10, 5HT1E antag -15, S1P3 ag 0.1, M1 antag -0.32, HTR1A agonist -0.6, 5-HT1A blocker -13 and M1 agonist 0.34.
COc1cc(CO)cc(Br)c1OCc1cccnc1 was read as Jurkat tox 60K 1, HTR1E agonist -0.2, S1P1 ag pot -22, 5HT1E antag 7, S1P3 ag -0.7, HTR1A agonist -4.8 and 5-HT1A blocker -7.
CCc1cc(=O)oc2cc(OCC(=O)O)c(Cl)cc12 was read as Jurkat tox 60K -3, HTR1E agonist -0.3, 5HT1E antag -6, S1P3 ag -0.1, M1 antag -0.018, HTR1A agonist -0.3, 5-HT1A blocker -6 and M1 agonist -0.63.

Next part.
CCCNC(=O)C1CCN(S(=O)(=O)c2ccc(Br)cc2)CC1 was read as Jurkat tox 60K 4, HTR1E agonist 0.0, S1P1 ag pot -4, 5HT1E antag -1, S1P3 ag -0.7, M1 antag -1.3, HTR1A agonist -1.8, 5-HT1A blocker 3 and M1 agonist -0.84.
For O=C(CN1CCN(C(=O)c2ccco2)CC1)Nc1ccc(Cl)c(C(F)(F)F)c1 the results were Jurkat tox 60K -7, HTR1E agonist 0.4, S1P1 ag pot -10, 5HT1E antag -1, S1P3 ag 0.7, M1 antag -0.43, HTR1A agonist -2.3, 5-HT1A blocker -8 and M1 agonist -2.
`CCN(CC)CCNC(=O)CCCCn1c(=S)[nH]c2c([nH]c3ccc(OC)cc32)c1=O` gave Jurkat tox 60K 4, HTR1E agonist 0.3, S1P1 ag pot -7, 5HT1E antag -10, S1P3 ag -0.1, M1 antag -1.2, HTR1A agonist -0.6, 5-HT1A blocker -4 and M1 agonist -0.4.
Screening CCCc1nc2oc3cc(OC)ccc3c(=O)c2c(=O)n1Cc1ccco1 returned Jurkat tox 60K -3, HTR1E agonist 1.6, S1P1 ag pot 2, 5HT1E antag -8, S1P3 ag -0.8, M1 antag 0.7, HTR1A agonist 1.9, 5-HT1A blocker -17 and M1 agonist -1.4.
Screening COc1ccc(Nc2cc(C(=O)NCCCN3CCN(C)CC3)c3ccccc3n2)cc1 returned Jurkat tox 60K 2, HTR1E agonist 0.5, S1P1 ag pot -6, 5HT1E antag 1, S1P3 ag -0.6, M1 antag -0.11, HTR1A agonist -5.8, 5-HT1A blocker 12 and M1 agonist 0.024.
